# EP2 mod – modulators of human EP2 prostaglandin E2 receptor. P43116. EP2-expressing cells, cAMP HTRF FRET, PGE2 co-stimulation. induction, % at 25 µM. actives 0.83% (n = 260,000). AID 940;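 active = compounds whose cAMP rise, as percent of the full-agonist control response, exceeds 60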;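 note: rat C6 glioma line stably carrying human EP2 under a CMV promoter; the protocol text gives 20 µM as final concentration; 100% = response of wells given 1 µM PGE2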
# Target sequence (P43116 whole entry, looked up): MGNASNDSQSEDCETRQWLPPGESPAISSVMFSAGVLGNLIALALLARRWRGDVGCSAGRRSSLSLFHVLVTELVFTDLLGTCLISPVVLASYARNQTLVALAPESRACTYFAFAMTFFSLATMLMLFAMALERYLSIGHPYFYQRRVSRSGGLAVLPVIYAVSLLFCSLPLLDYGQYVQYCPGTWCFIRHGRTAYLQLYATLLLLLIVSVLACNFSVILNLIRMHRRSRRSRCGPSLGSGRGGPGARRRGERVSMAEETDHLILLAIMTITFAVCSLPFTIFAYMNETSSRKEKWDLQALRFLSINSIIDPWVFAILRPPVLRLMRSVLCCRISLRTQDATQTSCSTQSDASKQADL
# EP2 antag – blocks the human prostaglandin E2 receptor EP2. actives 0.52% (n = 260,000). P43116. C6 glioma cells expressing human EP2, cAMP TR-FRET; cells stimulated with saturating PGE2. AID 1422. inhibition, % at 25 µM;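 active = percent inhibition above 40 after rounding to a whole number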;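 note: rat C6 glioma host cells with rolipram phosphodiesterase inhibitor present; the protocol text gives 20 µM as final concentration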
# * hit, by the source's call; & = joins results of further samples. Only part of the results is shown; the hit share may differ from the screen's.
# Preview:
SMILES,EP2 mod,EP2 antag
CCC(C)(C)n1nnnc1CN(Cc1ccco1)Cc1cc2ccc(OC)cc2[nH]c1=O,24.1,16.7
COc1ccc(CN(Cc2ccc3ncccc3c2)CC2CCCO2)cc1OC (centres undefined),33.6,2.6
Cc1nn2cccnc2c1C(=O)N1CCC(CCc2ccccc2C(F)(F)F)CC1,-33.9,5.1
CC12CN3CC(C)(CN(C1)C3c1c(O)ccc3ccccc13)C2 (centres undefined),-14.3,7.5
C=CCN1C(=O)C2(OCCCO2)c2cc(C)ccc21,16.3,4.4
C=CCOc1ccc(Br)cc1C(c1c(C)[nH][nH]c1=O)c1c(C)[nH][nH]c1=O,20.8,15.3
CCOC(=O)c1cc[n+](CC(=O)c2ccc(C)cc2)cc1,8.5,6.5
COc1ccc(CCNC2(Cc3ccccc3)CC(C)N(C)CC2C)cc1OC (centres undefined),-58.6,8.1
O=C1c2ccccc2C(O)(O)[C@@]1(O)[C@]1(O)C(=O)c2ccccc2C1(O)O,-41.3,73.2*
COc1ccc(NCc2cc3c(C)nn(-c4ccccc4)c3[nH]c2=O)c(OC)c1,-32.0,19.0
COC(=O)c1sc(NC(=O)CSc2ncnc3sc(C)c(C)c23)nc1C,56.3,13.2
COc1ccccc1CN(CCCn1ccnc1)Cc1ccc2c(c1)CC(C)O2 (centres undefined),3.0,6.8
COc1ccc(C2NC(=O)NC(C)=C2C(=O)OC(C)C)c(OC)c1 (centres undefined),-0.1,11.7
CCOCCOc1nc2c(c(=O)n(C)c(=O)n2C)n1Cc1cccc2ccccc12,-28.7,12.5

# Results, from the start:
SMILES,EP2 mod,EP2 antag
CCC(C)(C)n1nnnc1CN(Cc1ccco1)Cc1cc2ccc(OC)cc2[nH]c1=O,24.1,16.7
COc1ccc(CN(Cc2ccc3ncccc3c2)CC2CCCO2)cc1OC (centres undefined),33.6,2.6
Cc1nn2cccnc2c1C(=O)N1CCC(CCc2ccccc2C(F)(F)F)CC1,-33.9,5.1
CC12CN3CC(C)(CN(C1)C3c1c(O)ccc3ccccc13)C2 (centres undefined),-14.3,7.5
C=CCN1C(=O)C2(OCCCO2)c2cc(C)ccc21,16.3,4.4
C=CCOc1ccc(Br)cc1C(c1c(C)[nH][nH]c1=O)c1c(C)[nH][nH]c1=O,20.8,15.3
CCOC(=O)c1cc[n+](CC(=O)c2ccc(C)cc2)cc1,8.5,6.5
COc1ccc(CCNC2(Cc3ccccc3)CC(C)N(C)CC2C)cc1OC (centres undefined),-58.6,8.1
O=C1c2ccccc2C(O)(O)[C@@]1(O)[C@]1(O)C(=O)c2ccccc2C1(O)O,-41.3,73.2*
COc1ccc(NCc2cc3c(C)nn(-c4ccccc4)c3[nH]c2=O)c(OC)c1,-32.0,19.0
COC(=O)c1sc(NC(=O)CSc2ncnc3sc(C)c(C)c23)nc1C,56.3,13.2
COc1ccccc1CN(CCCn1ccnc1)Cc1ccc2c(c1)CC(C)O2 (centres undefined),3.0,6.8
COc1ccc(C2NC(=O)NC(C)=C2C(=O)OC(C)C)c(OC)c1 (centres undefined),-0.1,11.7
CCOCCOc1nc2c(c(=O)n(C)c(=O)n2C)n1Cc1cccc2ccccc12,-28.7,12.5
CCCc1[nH]nc2c1C(c1cc(Cl)ccc1O)C(C#N)=C(N)O2 (centres undefined),-139.5,19.5
Nc1nc2[nH]c(=O)c(=O)[nH]c2c(=O)[nH]1,10.3,12.3
COC(=O)CSc1nnc(-c2ccc(OC)cc2)n1C,-30.2,4.4
Cc1ccc2c(c1)cc(CN(Cc1cccnc1)C(=O)Nc1ccccc1)c1nnnn12,14.5,4.3
CC(C)c1cc(C(=O)N2CCCC(C(=O)c3ccc(F)cc3)C2)on1 (centres undefined),-24.8,5.2
CCc1cccc2c(CC(=O)Nc3ccc4c(c3)CC(C)N4C(C)=O)c(C)[nH]c12 (centres undefined),-89.6,5.5
O=C(Nc1nnc(C2CCCO2)s1)c1cc2ccccc2o1 (centres undefined),-22.0,6.8
COc1ccc(-n2nnnc2SCC(=O)N(C2CCCCC2)C2CCCCC2)cc1OC,69.2*,16.1
CCc1ccc2[nH]c(=O)c(CN(CCN3CCOCC3)C(=O)Nc3ccccc3OC)cc2c1,-19.0,15.2
COc1ccccc1CN(Cc1cc2ccc(C)c(C)c2[nH]c1=O)C(=O)c1cccs1,20.1,10.8
COc1ccc(C2/C(=C(/O)c3cc(C)ccc3C)C(=O)C(=O)N2CCN(C)C)cc1OC (centres undefined),-4.0,11.8
Cc1cccc(NC(=S)NC(=O)/C=C/c2cccs2)c1,-30.6,10.6
O=C1CCc2cc(S(=O)(=O)NCC3Cc4ccccc4O3)ccc2N1 (centres undefined),-99.0,4.3
NC1CCN(c2cccc(Cl)n2)CC1,10.0,15.2&6.2
CC(C)[C@@H]1CC[C@@H](C)C[C@H]1O,22.5,16.6
C/C(=C\c1ccccc1)C1C(C#N)=C(N)OC2=C1C(=O)CC(C)(C)C2 (centres undefined),32.9,16.6
CC(=O)c1ccc(N(CC(=O)NC(C)(C)C)C(=O)CNC(=O)c2cccs2)cc1,-8.2,15.1
O=C(O)[C@@H](c1ccccc1)[C@@H](C(=O)O)c1ccccc1,22.0,8.2
COc1ccc(S(=O)(=O)N2CCC(C(=O)Nc3ccccc3Cl)CC2)cc1,-125.7,16.9
O=C(CSc1nnnn1-c1ccccc1F)N1CCCCC1,-18.2,12.1
O=C(O)c1cc(-c2ccco2)on1,-18.7,9.4
O=c1c(-c2ccc(O)cc2)coc2c(C3O[C@H](CO)[C@@H](O)[C@H](O)[C@H]3O)c(O)ccc12 (some centres undefined),21.3,8.0
CC(=O)c1oc2ccccc2c1-n1cccc1,47.3,5.0
Cc1ccc2c3c([nH]c2c1C)CCN(C(=O)CCn1nc(C)c(C)c1C)C3,-35.3,7.0
COCCn1c2ccccc2n2c(=O)n(CC(=O)N3CCCc4ccccc43)nc12,-9.1,4.2
CC(=O)C(C)n1c(CN2CCOCC2)nc2c1c(=O)n(C)c(=O)n2C (centres undefined),-8.3,8.4
O=C(/C=C/c1ccco1)NC(=S)Nc1cccc(C(=O)O)c1,20.1,11.6
Cn1nc(CC(=O)Nc2ccccc2F)c2ccccc2c1=O,-41.8,16.9
CCCn1c(SCC(=O)NNC(=O)c2ccc(C)cc2)nnc1C(C)C,-18.4,9.9
c1csc(C(c2nnnn2C2CCCCC2)N2CCN3CCCC3C2)c1 (centres undefined),2.8,6.1
CC1(C)NC(=O)N(c2ccc([N+](=O)[O-])c(C(F)(F)F)c2)C1=O,-8.8&-5.8,13.2&12.4
CC(=O)Nc1ccc(-n2nnnc2SCC(=O)Nc2ccc(C)cc2)cc1,-89.5,8.1
Cc1ccccc1CN(Cc1ccccc1OCC(=O)O)C1CC(C)(C)NC(C)(C)C1,-9.5,9.9
COc1ccccc1CC(C)NC(=O)c1cc(-c2cccs2)no1 (centres undefined),-43.3,9.2
COc1ccc(N2CCN(C(=O)CN3CCC(n4nnc5cc(F)ccc54)CC3)CC2)cc1,-28.8,17.3
CCOc1cc(CCC(=O)N2CCCc3c(Cl)cc(Cl)c(O)c32)on1,-56.3,9.8
CCc1cccc(C)c1NC(=O)CSc1nc2cc(OC)c(OC)cc2cc1C,50.4,16.1
Cc1ccc(-n2nnnc2SCC(=O)Nc2ccc3c(c2)OCCO3)cc1,-29.4,8.1
CCOc1ccccc1-n1c(-c2ccccc2)cnc1SCC(=O)Nc1cc(C)on1,47.7,5.0
CCC(=O)Nc1ccc(NC(=O)CSc2nnc(C)c(=O)[nH]2)cc1C,14.5,8.6
Cc1nn(C)c(C)c1NC(=O)CSc1nccc(-c2ccc(F)cc2)n1,23.7,11.8
Cc1cc(C)c(N(C(=O)c2ccco2)C(C(=O)NC2CCCC2)c2cccnc2)c(C)c1 (centres undefined),-1.5,24.9
C[N+]1(CCC[N+]2(C)C[C@@H]3[C@H](C2)[C@@H]2C=C[C@H]3CC2)CCOCC1 (some centres undefined),13.6,33.0
Cc1ccc2cc(CN(CCCN(C)C)C(=O)Nc3cccc(Cl)c3)c(=O)[nH]c2c1C,-18.8,6.9
CC(C)(C)c1nn(-c2ccccc2)c2[nH]c(=O)c(CNCCOCC3CCCO3)cc12 (centres undefined),-9.5,5.7
COc1cc(S(=O)(=O)NC2CCCCC2)ccc1-n1cnnn1,-54.8,10.0

# Single records, from the list above:
# CCOc1ccccc1-n1c(-c2ccccc2)cnc1SCC(=O)Nc1cc(C)on1 across the screens: EP2 mod = 47.7; EP2 antag = 5.0
# COc1cc(S(=O)(=O)NC2CCCCC2)ccc1-n1cnnn1 across the screens: EP2 mod = -54.8; EP2 antag = 10.0

# (more compounds)
SMILES,EP2 mod,EP2 antag
c1cc(-c2n[nH]c(C3CCCN3)n2)ccn1 (centres undefined),-1.0,6.1
COc1cccc(C(=O)Nc2sc(C(=O)Nc3ccccc3OC)c(C)c2C#N)c1,-50.5,19.6
COc1cc(S(=O)(=O)N(Cc2ccco2)Cc2ccccc2F)ccc1-n1cnnn1,-2.3,8.8
COC(=O)c1ccccc1NC(=S)N(CCCO)Cc1cc2cc(C)ccc2[nH]c1=O,-4.8,13.1
Cc1ccc2nc(SCC(=O)OCc3ccccc3)c(C#N)cc2c1,38.2,11.8
Cc1c(C(=O)NCCc2nc(-c3ccccc3)no2)[nH]c2c(Cl)cccc12,-104.6,7.3
S=c1[nH]nc(CN2CCOCC2)n1-c1ccccc1,-4.5,9.3
Cc1cc2ncn(CC(O)COc3ccccc3)c2cc1C (centres undefined),4.8,3.4
CCCN1/C(=C/c2ccc3ccc(OC)cc3[n+]2CCC)Sc2cc(C)ccc21,-71.4,25.5
Cc1ccc(N(C(=O)Cn2nnc(-c3ccc(C)o3)n2)C(C(=O)NC(C)(C)C)c2ccc(C)o2)cc1 (centres undefined),7.8,13.6
C=COCCNC(=O)Cn1nc(C)n2c(cc3occc32)c1=O,-0.2,7.9
O=P(O)(CCP(=O)(O)c1ccccc1)c1ccccc1,15.2,33.0
Cc1ccc(C)c(NC(=O)CSc2nnc(-c3ccncc3)n2C)c1,17.4,4.9
CCC(C)NC(=O)Cn1nnc(-c2cccnc2)n1 (centres undefined),-31.0,13.9
COc1ccc(-c2nnn(CCC#N)n2)cc1OC,-26.5,7.6
COc1ccc(/C(O)=C2/C(=O)C(=O)N(CCCN3CCOCC3)C2c2cccnc2)c(C)c1 (centres undefined),3.8,7.6
CCn1c(COc2ccc(Cl)c(C)c2)nnc1SCCC(=O)O,0.8,8.2
C=CCOc1ccc(C2C(C(=O)c3ccco3)=C(O)C(=O)N2CCOC)cc1 (centres undefined),-15.4,9.2
COc1ccc(OCc2nnc(SCC(N)=O)n2Cc2ccccc2)cc1,-40.0,9.3
O=C(CSc1ncnc2sc3c(c12)CCCC3)N1CCCc2ccccc21,-28.6,28.3
CCc1ccc2nc(SCC(=O)N3CCCC(C)C3)c(C#N)cc2c1 (centres undefined),-25.8,7.3
COc1c(C)cc(S(=O)(=O)NCC2CCCO2)c(C)c1C (centres undefined),-13.0,11.7
CCn1c(SCC(=O)Nc2ccccc2F)nnc1-c1cccs1,-27.6,11.5
COc1ccc(NC(=O)CSc2ncnn2-c2ccccc2)cc1,-77.6,5.7
O=C(c1ccco1)N1CCC(n2cnc3cccnc32)CC1,3.2,0.6
CCOc1ccc2[nH]c(=O)c(CN(Cc3ccc(C)cc3)Cc3nnnn3C(C)(C)CC)cc2c1,19.9,4.4
COc1ccc2cc(CN(CCCN(C)C)C(=S)Nc3ccc(F)cc3)c(=O)[nH]c2c1,-82.8,9.6
CCc1cc2cc3c(cc2nc1SCC(=O)Nc1ccccc1C(F)(F)F)OCCO3,43.3,12.8
CCS(=O)(=O)N(CC(=O)Nc1sc(C)c(C)c1C(N)=O)Cc1ccccc1,3.1,9.7
COc1ccccc1NC(=O)N(CCc1ccccc1C)Cc1cc2ccc(C)cc2[nH]c1=O,52.0,22.2
COc1ccc(F)c(C2C(C#N)=C(N)Oc3cc(C)oc(=O)c32)c1 (centres undefined),9.5,7.9
COc1ccc(S(=O)(=O)N2CCC(C(=O)c3ccc(F)cc3)CC2)cc1,-73.8,11.0
CC(C)(C)C1CCc2c(sc3nc(SCC(=O)NCc4ccco4)[nH]c(=O)c23)C1 (centres undefined),40.3,5.2
O=C(O)C[C@H](Cc1ccc2c(c1)OCO2)C(=O)O,-3.7,9.3
CC(=O)OCCCN1C(=O)c2cccc3cc(Br)cc(c23)C1=O,23.3,17.2
CCNC(=O)[C@H]1O[C@@H](n2cnc3c(N)nc(NCCc4ccc(CCC(=O)O)cc4)nc32)C(O)[C@H]1O (some centres undefined),7.2,6.5
COC(=O)c1ccc(NC(=O)CSc2nnc(-c3ccco3)n2C)cc1,-36.2,17.7
COc1ccc(CN(Cc2cnn(C)c2C)CC2CCCO2)c(OC)c1 (centres undefined),-5.7,8.8
Cc1ccc(-n2nnnc2SCC(=O)NC(C)(C)C)cc1C,-27.4,11.9
CC1CCCCN1Cc1nc2c(c(=O)n(C)c(=O)n2C)n1C(C)C (centres undefined),6.1,8.5
CCOc1ccc2[nH]c(=O)c(CN(Cc3cccs3)C(=O)Nc3ccc(F)cc3)cc2c1,-15.4,20.3
CCn1c(COc2ccccc2OC)nnc1SCC(=O)N1CCCC1,-13.3,7.2
CC1CCC2(OC1)OC1CC3C4CC(=O)C5=CC(=O)CCC5(C)C4CCC3(C)C1C2C (centres undefined),41.0,12.8
O=C(CCCCC1SCC2NC(=O)NC21)NC1(c2ccc(F)cc2)CCCC1 (centres undefined),7.8,4.8
COc1cc(C2C(C#N)=C(N)OC3=C2C(=O)CCC3)ccc1OCC(=O)Nc1ccccc1C (centres undefined),6.0,9.3
CC(=O)NC1=NN(C(C)=O)C2(S1)C(=O)N(C)c1ccc(F)cc12 (centres undefined),-27.2,10.2
OCC1OC(Nc2ccccc2)CC1O (centres undefined),-36.4,9.8
COc1ccc(S(=O)(=O)N2CCC(C(=O)Nc3ccc(C)cc3)CC2)cc1OC,0.5,6.8
